Screens (PubChem)
D3 ag: qHTS of D3 Dopamine Receptor Agonist: qHTS; D3R DiscoveRx beta-arrestin cells, luminescence, 90 min; max activation, %; 410,000 compounds, 0.58% hits; D(3) dopamine receptor (Homo sapiens), P35462; in the data active = max activation above about 30%; also: 0% is about no effect; mostly tested at two doses, the higher about 12 µM
Target sequence (P35462 whole entry, looked up): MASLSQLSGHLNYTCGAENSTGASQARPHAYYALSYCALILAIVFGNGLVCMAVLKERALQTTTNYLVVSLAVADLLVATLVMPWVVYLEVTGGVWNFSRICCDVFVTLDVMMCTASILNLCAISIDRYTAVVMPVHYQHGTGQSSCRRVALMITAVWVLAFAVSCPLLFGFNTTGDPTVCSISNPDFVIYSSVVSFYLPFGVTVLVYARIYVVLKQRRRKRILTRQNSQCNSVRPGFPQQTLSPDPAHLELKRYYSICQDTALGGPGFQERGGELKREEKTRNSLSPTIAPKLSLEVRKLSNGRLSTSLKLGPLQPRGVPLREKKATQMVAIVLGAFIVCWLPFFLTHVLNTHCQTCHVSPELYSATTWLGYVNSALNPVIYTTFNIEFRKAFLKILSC
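Cells at 1500/well, incubated overnight, then treated with pinned compounds (dopamine as control) for 90 min at 37 degrees C. DiscoveRx reagent added for 30 - 60 minutes at room temperature; luminescence read.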
HT1080 IDH1KD tx: qHTS for induction of synthetic lethality in tumor cells producing 2HG: qHTS for the HT-1080-IDH1KD cell line | Potency, µM (top dose mostly 46.1 µM), without a hit: top-dose activity, negative = toxicity, most hits filed as cytotoxic | HT-1080 IDH1 knockdown viability, ATP luminescence, 48 h | 360,000 compounds, 2% hits;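 also: potency is read from the fitted curve at half-maximal effect; 0% = DMSO wells and -100% = cell-free medium wells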
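% activity derives from luminescence (CellTiter-Glo), normalised to DMSO and no-cell wells. HT-1080-IDH1KD cells, 750/well, had 48 h compound exposure at 37 °C.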
IL-1B inflam inh: qHTS for Inhibitors of Inflammasome Signaling: IL-1-beta AlphaLISA Primary Screen; THP-1 LPS/ATP IL-1B secretion, AlphaLISA, 16 h; stronger effect = lower value; 360,000 compounds, 4.7% hits; AID 743279, 2014; activity change, % at 57.5 µM; in the data active = activity change below about -50%; inconclusive = mostly about -30% to -49%; also: % is scaled to controls: 0 for no effect and ±100 for the full control effect
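Secreted IL-1B measured by AlphaLISA bead assay after 16 h compound exposure of THP-1 cells; compounds (final up to 57.5 uM) added 1 h before LPS (250 ng/mL) and ATP (1.25 mM) stimulation; lower signal means less secretion.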
HT1080-NT tox: qHTS for induction of synthetic lethality in tumor cells producing 2HG: qHTS for the HT-1080-NT fibrosarcoma cell line; HT-1080-NT fibrosarcoma viability, CellTiter-Glo ATP luminescence, 48 h; AID 686970, 2013; 360,000 compounds, 1.6% hits; Potency, µM (doses to about 46.1 µM), inactives show at the highest dose activity, negative = less viability, hits mostly cytotoxic;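 also: NT is the 2HG producing partner of a matched IDH1 knockdown line; potency is read from the fitted curve at half-maximal effect; 0% = DMSO-treated cells and -100% = media-only wells without cells; nearly all actives have a fitted effect of over 55% in size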
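HT-1080-NT fibrosarcoma cells (2HG-overproducing), 750 cells/well in RPMI with 5% FBS, dosed after 2 h and incubated 48 h at 37C. CellTiter-Glo luminescence normalized to DMSO and no-cell wells; concentration-response curves fitted and classed.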
GLP1R cytotox: qHTS of GLP-1 Receptor Inverse Agonists: Cytotox Screen | HEK293 cAMP-luciferase reporter cells, luminescence, 24 h | Potency, µM (doses to about 38.3 µM), inactives show at the highest dose activity change, negative = inhibition, hits mostly inhibitors | 410,000 compounds, 0.13% hits | AID 624418, 2012;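 also: loss of luciferase light is scored as toxicity; potency is read from the fitted curve at half-maximal effect; % is scaled to controls: 0 for no effect and ±100 for the full control effect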
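Compound-treated cells are incubated 24 hr at 37 deg C under 5% CO2 after a 12 hour attachment period, then luciferase detection reagent is added and luminescence is measured following 12 min at room temperature; lowered signal indicates toxicity.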
KB-V1 cytotox: qHTS assay for MDR1-selective chemotherapeutics: Primary screen using the drug-selected MDR subline cells KB-V1 | KB-V1 MDR cells viability, CellTiter-Glo, 72 h | Potency, µM (top dose mostly 46.1 µM), inactives show at the top dose activity change, negative = cytotoxicity, actives largely listed as cytotoxic | 400,000 compounds, 3.4% hits | AID 1347076, 2019; also: potency is read from the fitted curve at half-maximal effect; % is scaled to controls: 0 for no effect and ±100 for the full control effect; nearly all actives have a fitted effect of over 60% in size
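In this primary screen, KB-V1 cells overexpressing P-gp are incubated with library compounds (lowest to highest concentration) for 72 h at 37 degrees C before a luminescent ATP viability read.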
SW480 rereplic: A quantitative high throughput screen for small molecules that induce DNA re-replication in SW480 colon adenocarcinoma cells; SW480 DNA re-replication, Hoechst DNA content imaging, 48 h; 340,000 compounds, 1.8% hits; Potency, µM (highest dose often 46.1 µM), for inactives: top-dose re-replication activation, hits mostly activators; also: potency is read from the fitted curve at half-maximal effect; % of control where 0% means no effect; nearly all actives have a fitted effect of over 55% in size
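Treated cells incubate 48 hr (37 C, 5% CO2), are stained 40 min with Hoechst, and nuclear fluorescence is enumerated; a rise in nuclei with high DNA signal marks re-replication.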
KB-3-1 cytotox: qHTS assay for MDR1-selective chemotherapeutics: Primary screen using the parental adenocarcinoma cell KB-3-1 | KB-3-1 viability, CellTiter-Glo ATP luminescence, 72 h | Potency, µM (titrated, usually from 46.1 µM), for inactives: at the highest dose activity change, negative = cytotoxic, most hits filed as cytotoxic | 400,000 compounds, 1.4% hits; also: potency is read from the fitted curve at half-maximal effect; % is scaled to controls: 0 for no effect and ±100 for the full control effect; nearly all actives have a fitted effect of over 60% in size
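Screening of KB-3-1 cells (DMEM, 10% FBS, phenol-red free) ran from lowest to highest compound concentration; after 72 h at 37 °C viability was read luminescently and curves fitted.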
MCF10A rerep: A quantitative high throughput screen for small molecules that induce DNA re-replication in MCF 10a normal breast cells | Potency, µM (highest dose often 46.1 µM), for inactives: top-dose activity, positive = re-replication, most hits filed as activators | MCF 10A DNA re-replication, Hoechst nuclear intensity, 48 h | AID 624296, 2012 | 350,000 compounds, 2.9% hits; also: potency is read from the fitted curve at half-maximal effect; % of control where 0% means no effect; nearly all actives have a fitted effect of over 50% in size
Starred values were filed as active, the others as inactive; u = inconclusive; x = not tested or not shown; & = joins results of further samples; ! = a repeat was not active; [ ] = dose if it differs, or a comment. Unless noted, calls follow the shape of the dose curve; as a rule, active = well fitted curve in the direction sought with a large enough effect; inconclusive = small, poorly fitted or top-dose-only effect, or another doubt; inactive = no such curve, though single readings can be large; an effect the other way counts as inactive or inconclusive. Not a hit list, and some 11% of all compounds hit somewhere here.

SMILES | D3 ag | HT1080 IDH1KD tx | IL-1B inflam inh | HT1080-NT tox | GLP1R cytotox | KB-V1 cytotox | SW480 rereplic | KB-3-1 cytotox | MCF10A rerep
COc1ccc(C=NNc2ccc([N+](=O)[O-])cn2)cc1 | -4 | 30% | -17 | u | 24% | 27% | 4% | 4% | -19%
O=C(N/N=C/c1ccncc1)c1ccc(OCc2ccccc2)cc1 | 4 | -13% | -16 | 0% | 3% | 11% | -5% | -4% | 0%
COc1ccc(N2C(=NC(=O)CCCc3ccccc3)SC3CS(=O)(=O)CC32)cc1 (configuration not stated) | 5 | 7% | 11 | 1% | 0% | 18% | 0% | 4% | 11%
Cc1cccc(NC(=O)C(=O)NCCCN2CCOCC2)c1 | 2&1 | -1% | -8 | -2% | -6%&2% | -8%&-8% | -17% | -16%&12% | 5%
O=C(Nc1cccc(NC(=O)c2ccccc2)n1)c1ccccc1 | 0 | 18% | -2 | 1% | -5% | u | -35%[inhibitor] | 8% | u
CCn1c(SCC(N)=O)nc2sc3c(c2c1=O)CCN(C)C3 | -5 | -3% | 0 | 4% | 25% | 17% | -4% | 19% | -3%
CC(=O)c1c(C)[nH]c(C(=O)OCC(=O)NCCc2ccc(Cl)cc2)c1C | 2 | u | 10 | u | 4% | -14% | -2% | -26% | 13%
CN(C(=O)CSc1nnc(-c2ccc(Cl)cc2)n1CC1CCCO1)C1CCS(=O)(=O)C1 (configuration not stated) | 5 | 17% | -1 | 9% | -1% | -2% | -6% | 20% | 1%
Cc1[nH]n(-c2ccccc2)c(=O)c1/C=N/n1c(C)nc2ccccc2c1=O | 4 | -8% | 15 | -5% | -3% | u | u | -6% | 9%
Cc1cc(S(=O)(=O)NCC(=O)O)ccc1F | 1 | 12% | 17 | 26% | -4% | 16% | 0%[9.22 µM] | 22% | -17%
CS(=O)(=O)c1cccc(C(=O)NC(c2ccccc2)c2ccccc2)c1 | -1 | 16% | -4 | 8% | -3% | 15% | -1% | 16% | 3%
CCn1c(C)cc(/C=C2\NC(=O)N(CC(=O)Nc3cccc(C)c3)C2=O)c1C | -4 | 4% | 24 | -6% | -3% | 24% | 1% | 10% | 17%

One compound at a time (already shown). Values in the order: D3 ag	HT1080 IDH1KD tx	IL-1B inflam inh	HT1080-NT tox	GLP1R cytotox	KB-V1 cytotox	SW480 rereplic	KB-3-1 cytotox	MCF10A rerep
CC(=O)c1c(C)[nH]c(C(=O)OCC(=O)NCCc2ccc(Cl)cc2)c1C reads 2	u	10	u	4%	-14%	-2%	-26%	13%
O=C(N/N=C/c1ccncc1)c1ccc(OCc2ccccc2)cc1 reads 4	-13%	-16	0%	3%	11%	-5%	-4%	0%

(further entries)
SMILES | D3 ag | HT1080 IDH1KD tx | IL-1B inflam inh | HT1080-NT tox | GLP1R cytotox | KB-V1 cytotox | SW480 rereplic | KB-3-1 cytotox | MCF10A rerep
Cc1cc(CNC(=O)CCc2nnc(CCCc3ccccc3)o2)nn1C | 3 | 6% | 13 | 6% | 3% | 1% | -1% | 3% | 1%
COc1cccc(-n2nnc3c(=O)n(Cc4ccccc4F)cnc32)c1 | 8 | 16% | -17 | 6% | -15% | 14% | -7% | -9% | 0%
O=C(Nc1ccc(F)c(F)c1)c1ccc2c(c1)OCO2 | -3 | u | -14 | -3% | -16% | u | 1% | -11% | 4%
O=C(c1ccc([N+](=O)[O-])cc1)N(Cc1ccc(Cl)cc1)N1C(=O)CCCC1=O | -4 | -2% | 0 | -1% | 24% | -22% | 1% | -13% | -2%
COc1ccccc1NC(=O)Cn1nnc(C(=O)NCc2cccs2)c1N | -6&-4 | 2.1µM* | 37 | 2.3µM* | u | 5.8µM* | u | 2.1µM*! | 1.2µM*
CCc1cc(=O)oc2cc(OC(C)C(=O)NCC(O)c3ccccc3)c(Cl)cc12 (configuration not stated) | 4 | -20% | -1 | -17% | -6% | -6% | 4% | u | -7%
CCCC(C(=O)NC1CCCC1)N(Cc1ccc2c(c1)OCO2)C(=O)c1snc(C(N)=O)c1N (configuration not stated) | 2 | -3%[9.24 µM] | -53* | -19% | -17% | -3% | -1% | -9% | u
O=C(O)CCNS(=O)(=O)c1ccc2c(c1)CCCC2 | 6 | 9% | 24 | 17% | -2% | 5% | 3%[1.84 µM] | -5% | -26%
CC(=O)Nc1ccc2c(c1)Cc1c-2cc(Br)c(N)c1Br | -6 | 18% | 17 | 13% | 0% | u | -2% | -13% | -4%
CC(=O)Nc1ccc(S(=O)(=O)N(C)CC(=O)OCC(=O)NNC(=O)c2ccccc2F)cc1 | -8 | 6% | 2 | 4% | 1% | 9% | -10% | -5% | 2%
CC1CC1C(=O)Nc1ccc(S(=O)(=O)N2CCCCC2)cc1 (configuration not stated) | -9 | -2% | 14 | -4% | -28% | 10µM* | -12% | -9% | 15%
O=C(NC1CC1)c1cc2cc3ccccc3nc2s1 | -1 | -6% | -1 | 10% | -10% | -9% | -3% | 17% | 4%

Quoted at random: 4 compounds from above.
SMILES | D3 ag | HT1080 IDH1KD tx | IL-1B inflam inh | HT1080-NT tox | GLP1R cytotox | KB-V1 cytotox | SW480 rereplic | KB-3-1 cytotox | MCF10A rerep
Cc1cc(S(=O)(=O)NCC(=O)O)ccc1F | 1 | 12% | 17 | 26% | -4% | 16% | 0%[9.22 µM] | 22% | -17%
CN(C(=O)CSc1nnc(-c2ccc(Cl)cc2)n1CC1CCCO1)C1CCS(=O)(=O)C1 (configuration not stated) | 5 | 17% | -1 | 9% | -1% | -2% | -6% | 20% | 1%
O=C(Nc1ccc(F)c(F)c1)c1ccc2c(c1)OCO2 | -3 | u | -14 | -3% | -16% | u | 1% | -11% | 4%
O=C(Nc1cccc(NC(=O)c2ccccc2)n1)c1ccccc1 | 0 | 18% | -2 | 1% | -5% | u | -35%[inhibitor] | 8% | u

(next part)
SMILES | D3 ag | HT1080 IDH1KD tx | IL-1B inflam inh | HT1080-NT tox | GLP1R cytotox | KB-V1 cytotox | SW480 rereplic | KB-3-1 cytotox | MCF10A rerep
COC(=O)c1cccc(C23CC4(C2)[C@H](CN(Cc2ccc(-c5ccccc5)cc2)[C@@H]4c2ccccc2)C3c2ccccc2)c1 (some centres not stated) | 7 | 0% | 15 | 4% | 1% | 1% | -14% | 10% | -12%
O=C(CCS(=O)(=O)c1ccc(Br)cc1)NCc1ccco1 | 0 | 12% | -6 | 10% | -4% | u | -3% | 2% | u
CC(=O)N1N=C(c2ccc(Cl)cc2)OC1c1ccc(C(C)C)cc1 (configuration not stated) | -10 | 18% | 0 | -3% | -11% | -1% | 6% | 0% | 4%
O=C(O)c1cccc(Nc2c3ccccc3nc3ccccc23)c1 | 9 | -1% | -14 | 5% | 316%[activator] | 19% | 20% | 1% | 17%
Cc1nc(SCC(N)=O)[nH]c(=O)c1Cc1ccc(OC(C)C)cc1 | -4 | 6% | 41 | 3% | -20% | 1% | -10% | 14% | 10%
O=C(NCCc1ccccc1)C(=O)c1cn(CC(=O)N2CCCC2)c2ccccc12 | -7 | -13% | -1 | -10% | 15% | -29% | u | -22% | 5%
COC(=O)c1cc(-c2ccc(Br)cc2)c2c(=O)[nH]c(=O)n(C)c2n1 | 1 | -20% | -30 | -3% | 0% | 2% | 0% | 3% | -1%
COCCn1c(=O)[nH]c2cc(C(=O)Nc3cccc(C(C)=O)c3)ccc2c1=O | 2&-11 | 8% | 38 | 7% | 9%&7% | 4%&7% | -6% | u | -1%
O=C1C2C3C=CC(CC3)C2C(=O)N1/N=C/c1ccc(O)cc1 (configuration not stated) | -6 | 10% | 12 | 12% | 3% | -7% | 10% | -18% | -5%
Cc1cc(-n2cnnn2)cc(C)c1S(=O)(=O)NCCOc1ccccc1 | 3 | 5% | -1 | 1% | -12% | 0% | 6% | -1% | -3%
Cc1ccc(S(=O)(=O)N2CCN(C(=O)COC(=O)CNC(=O)c3ccc(C(C)(C)C)cc3)CC2)c(C)c1 | 9 | 4% | 0 | 4% | -8% | u | 9% | 29% | -2%
COc1ccc(C(=O)N2CCCC(N3CCN(c4ccccc4F)CC3)C2)c(OC)n1 (configuration not stated) | 38* | -11% | 53 | 6% | -11% | 7% | -17% | -21% | 10%
CCOC(=O)NN1C(=O)c2ccccc2NC1c1cccs1 (configuration not stated) | 2 | 25% | 16 | 8% | 0% | 20% | -5% | -5% | -12%
O=C1CC(Nc2ccccc2)C(=O)N1Cc1ccccc1 (configuration not stated) | -2 | -2% | u | -2% | 3% | 15% | 2% | -1% | 0%
Cc1cc(C(=O)Nc2ncn(Cc3ccc(F)cc3)n2)ccc1[N+](=O)[O-] | 3 | 3% | -28 | 4% | 4% | 14% | -5% | 0% | -7%
c1ccc2c(c1)-c1nc3ccccc3cc1C2N1CCCCC1 (configuration not stated) | -5 | 2% | 27 | 0% | -33% | -17% | x | -6% | x
CN(Cc1ccccc1)C(=O)CN(c1ccccc1Cl)S(C)(=O)=O | 7 | 4% | 0 | -3% | 2% | -11% | 8% | -18% | 11%
Cc1ccccc1P(=O)(c1ccccc1)c1ccccc1C | -3 | -20% | 4 | 0% | -8% | u | x | -15% | x
